High-throughput results from PubChem BioAssay.
TLR4 MyD88 comp = inhibitors of human TLR4-MyD88 binding. O00206+Q99836. HeLa CL3-4 TLR4/MyD88 BLA complementation, FRET ratio. AID 861. 200,000 tested, 0.18% active. inhibition, % at 8.4 µM; in the data active = inhibition above about 25%;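 also: 0% = vehicle and 100% = reference inhibitor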
Target sequence (O00206 whole entry, looked up): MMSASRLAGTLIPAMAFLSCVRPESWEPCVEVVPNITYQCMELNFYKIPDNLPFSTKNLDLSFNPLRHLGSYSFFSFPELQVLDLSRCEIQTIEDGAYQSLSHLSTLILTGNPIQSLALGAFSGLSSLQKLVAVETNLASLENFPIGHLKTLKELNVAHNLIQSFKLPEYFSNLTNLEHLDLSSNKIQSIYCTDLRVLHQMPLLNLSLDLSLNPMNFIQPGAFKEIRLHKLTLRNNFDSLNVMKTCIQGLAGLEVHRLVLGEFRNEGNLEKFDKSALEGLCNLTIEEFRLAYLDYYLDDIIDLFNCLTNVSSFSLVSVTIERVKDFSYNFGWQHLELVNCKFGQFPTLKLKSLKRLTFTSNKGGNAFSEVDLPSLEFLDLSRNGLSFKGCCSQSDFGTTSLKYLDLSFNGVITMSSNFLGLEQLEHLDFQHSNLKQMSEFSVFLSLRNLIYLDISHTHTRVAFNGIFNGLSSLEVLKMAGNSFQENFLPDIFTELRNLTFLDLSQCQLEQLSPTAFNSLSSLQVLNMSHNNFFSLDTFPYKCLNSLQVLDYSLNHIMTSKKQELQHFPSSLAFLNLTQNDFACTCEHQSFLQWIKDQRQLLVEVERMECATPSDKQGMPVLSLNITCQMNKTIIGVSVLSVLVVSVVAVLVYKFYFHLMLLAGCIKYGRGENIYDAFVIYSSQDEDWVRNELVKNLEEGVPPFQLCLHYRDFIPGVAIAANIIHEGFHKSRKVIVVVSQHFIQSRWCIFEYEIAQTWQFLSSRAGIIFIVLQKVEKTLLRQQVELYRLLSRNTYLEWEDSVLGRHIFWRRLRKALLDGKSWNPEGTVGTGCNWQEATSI
Target sequence (Q99836 whole entry, looked up): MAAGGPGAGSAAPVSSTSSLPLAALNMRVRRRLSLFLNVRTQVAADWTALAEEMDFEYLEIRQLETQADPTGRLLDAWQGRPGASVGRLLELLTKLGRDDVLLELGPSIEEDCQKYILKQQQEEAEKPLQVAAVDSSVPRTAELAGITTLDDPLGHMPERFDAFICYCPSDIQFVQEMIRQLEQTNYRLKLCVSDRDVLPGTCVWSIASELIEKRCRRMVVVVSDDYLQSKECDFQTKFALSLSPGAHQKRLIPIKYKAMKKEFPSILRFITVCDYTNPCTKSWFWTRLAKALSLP
DTT redox prof = compounds producing H2O2 with reducing agent – biochemical, NIH compound library profiling, artefact control for MLSCN library redox annotation, primary screen. AID 878. 200,000 tested, 0.03% active. DTT-dependent redox cycling H2O2, phenol red/HRP absorbance; 100% = 100 µM peroxide control, 0% = buffer. activation, % at 10 µM;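 active = activation of at least 50% relative to the plate's high and low controls in the primary single-dose screen; inactive = activation below 50%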;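 also: compound incubated with DTT at 0.8 mM final as the reducing agent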
Hsp70 act = switches on Hsp70 transcription; activation, % at 10 µM; AID 1203; HeLa Hsp70 promoter luciferase reporter, luminescence; scaled: vehicle 0, proteasome-inhibitor control 100%; 200,000 tested, 0.04% active;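 active = activation above the mean across all tested compounds plus 3 SD, cutoff set per campaign, cut at about 5.5% in these data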;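 also: 100% = MG132 at 30 µM as the positive control and 0% = DMSO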
STAT3 act = increases IL-6 driven STAT3 reporter signal; activation (% of control), % at 5.6 µM; 190,000 tested, 0.91% active; U3A cells, IL-6 STAT3-luciferase reporter, luminescence; 100% = signal with IL-6 EC80 alone;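 active = activation above the screen-wide mean of compound activation plus 3 SD, cut at about 130% in these data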;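 also: 0% = background luminescence of wells with medium and substrate only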
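Test system: Human STAT1-deficient U3A cells with stable STAT3-luciferase reporter | Also added: Interleukin-6, 33 ng/mL | Timing: Compound pre-incubation 1 h before IL-6, then 6 h stimulation at 37 °C | Technique: Luciferase reporter luminescence | Read-out: Percent of IL-6-only median luminescence | Benchmarks: IL-6-only wells as 100% reference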
NF-kB expr up = compounds increasing NF-kB expression in human neuronal cells | NF-kB reporter expression; hits give high values | fold change at 12.5 µM | 190,000 tested, 1.6% active; in the data active = fold change above about 3.3
Efa HMGR inh = blocks class II HMG-CoA reductase of Enterococcus faecalis. inhibition, % at 10 µM. purified E. faecalis HMGR, NADPH absorbance 340 nm kinetic. AID 1066. 190,000 tested, 0.41% active;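 active = inhibition above a set limit, the median over all tested compounds plus 3 SD, cut at about 9.5% in these data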;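 also: enzyme runs in reverse so mevalonate oxidation gives rising NADPH absorbance; 0% = complete reaction with DMSO and 100% = background rate lacking mevalonate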
STAT1 blocker = reduces IFN-gamma driven STAT1 reporter signal. NIH 3T3 STAT1-luciferase reporter, luminescence. inhibition, % at 5.5 µM. 200,000 tested, 0.35% active;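 active = inhibition above a set limit, the mean inhibition across all tested compounds plus 3 SD, cut at about 34% in these data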;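 also: 0% = IFN-gamma with DMSO and 100% = IFN-gamma with 300 µM nifuroxazide; values of inactives mirror those of a sister screen read the other way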
STAT3 inh = STAT3 signaling inhibition; 190,000 tested, 0.89% active; inhibition, % at 5.5 µM; AID 862; U3A cells, IL-6 STAT3-luciferase reporter, luminescence; host cell line lacks STAT1;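 active = inhibition above the mean inhibition across all screened compounds plus 3 SD, cut at about 44% in these data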;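 also: 0% = DMSO only wells and 100% = 100 µM nifuroxazide control wells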
APP 5'UTR act = APP 5'UTR luciferase reporter activation; SH-SY5Y APP 5'UTR luciferase reporter, luminescence; zero percent = DMSO vehicle wells; AID 1276; 190,000 tested, 1% active; activation, % at 2 µM;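 active = activation above a set limit, based on mean plus 3 SD of controls, cut at about 140% in these data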; also: values of inactives mirror those of a sister screen read the other way
STAT1 activator = increases IFN-gamma driven STAT1 reporter signal; activation (% of control), % at 5.5 µM; NIH 3T3 STAT1-luciferase reporter, luminescence; 100% = IFN-gamma alone, no compound; 200,000 tested, 2.6% active;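 active = activation above the screen-wide mean activation plus 3 SD, cut at about 130% in these data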;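 also: raw ratio to IFN-gamma control signal so 100% means no change and 0% no light; values of inactives mirror those of a sister screen read the other way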
Numbers without * were called inactive; . = no result given.

The opening nine compounds as a preview:
SMILES	NF-kB expr up	APP 5'UTR act	Hsp70 act	STAT3 act	STAT1 blocker	STAT3 inh	DTT redox prof	Efa HMGR inh	STAT1 activator	TLR4 MyD88 comp
CCN(CC)c1nc2c3c(nc4c(c3c1C#N)CC(=O)N4c1ccc(Cl)cc1)NC(C)=N2	0.71	-4	-0.4	86	11	20	0.0	-10	90	-3
O=C(NCCCNC(=O)c1cccs1)c1cccs1	0.96	9	-0.4	102	5	4	-0.9	1	95	-8
COc1ccc([N+](=O)[O-])cc1NC(=O)Cc1ccc(Cl)cc1	1	8	-0.1	97	0	3	0.8	-6	100	10
O=C(O)c1cccc(NC(=O)c2cn(-c3ccccc3)nc2-c2ccncc2)c1	0.93	8	0.0	100	1	11	-1.1	-6	98	-22
COc1cc(CO)ccc1OCc1nnnn1-c1ccc(C)cc1	0.99	4	0.4	98	0	6	-2.5	-4	98	0
CC(=O)Nc1ccc(S(=O)(=O)N2CCN(S(=O)(=O)N3CCCCCC3)CC2)cc1	1.2	-3	-0.1	94	9	10	0.6	-7	88	19
COc1ccc(-c2nnc3n2N=C(C)CS3)cc1	1.2	-4	0.0	93	4	13	1.1	-2	96	-3
Cc1cccn2c(CN[C@H]3CCCCNC3=O)c(C(=O)N3CCOCC3)nc12	1.1	19	0.1	103	-3	3	0.1	-4	101	0
COCCN(C(=O)Nc1ccccc1)c1ccccc1C	1.4	4	-0.1	91	9	13	1.5	-6	92	11

All compounds of this part, from the start:
SMILES	NF-kB expr up	APP 5'UTR act	Hsp70 act	STAT3 act	STAT1 blocker	STAT3 inh	DTT redox prof	Efa HMGR inh	STAT1 activator	TLR4 MyD88 comp
CCN(CC)c1nc2c3c(nc4c(c3c1C#N)CC(=O)N4c1ccc(Cl)cc1)NC(C)=N2	0.71	-4	-0.4	86	11	20	0.0	-10	90	-3
O=C(NCCCNC(=O)c1cccs1)c1cccs1	0.96	9	-0.4	102	5	4	-0.9	1	95	-8
COc1ccc([N+](=O)[O-])cc1NC(=O)Cc1ccc(Cl)cc1	1	8	-0.1	97	0	3	0.8	-6	100	10
O=C(O)c1cccc(NC(=O)c2cn(-c3ccccc3)nc2-c2ccncc2)c1	0.93	8	0.0	100	1	11	-1.1	-6	98	-22
COc1cc(CO)ccc1OCc1nnnn1-c1ccc(C)cc1	0.99	4	0.4	98	0	6	-2.5	-4	98	0
CC(=O)Nc1ccc(S(=O)(=O)N2CCN(S(=O)(=O)N3CCCCCC3)CC2)cc1	1.2	-3	-0.1	94	9	10	0.6	-7	88	19
COc1ccc(-c2nnc3n2N=C(C)CS3)cc1	1.2	-4	0.0	93	4	13	1.1	-2	96	-3
Cc1cccn2c(CN[C@H]3CCCCNC3=O)c(C(=O)N3CCOCC3)nc12	1.1	19	0.1	103	-3	3	0.1	-4	101	0
COCCN(C(=O)Nc1ccccc1)c1ccccc1C	1.4	4	-0.1	91	9	13	1.5	-6	92	11
O=C(NCc1cccs1)c1noc2c1CCCC2	1.4	6	-0.3	104	-21	0	-0.6	-6	117	2
CCN(CC)c1ccc(/C=C2/C(=O)ON=C2C)cc1	0.87	-15	-0.2	106	0	-5	0.2	2	100	-11
O=C(CSc1nc2c(c(=O)[nH]1)CCCC2)Nc1ccc(Cl)cc1F	1.4	-4	0.6	101	-1	5	-0.8	-4	101	9
O=c1[nH]c(-c2ccccc2)cs1	1.1	-11	-0.2	100	-7	4	-0.1	-3	106	3
CCCCCCN1Cc2ccccc2C1	1.1	75	-0.5	96	4	8	1.3	-1	96	-11
CC(=O)c1ccc(NC(=O)CSc2nccn2CCc2ccccc2)cc1	1.6	21	-0.3	104	-30	-4	0.3	-4	126	4
CC(C)OC(=O)/C(=C\c1ccccc1)NC(=O)c1ccccc1	1.1	4	-0.2	100	5	5	0.4	2	95	6
CC1CCCN(c2nc3c(c(=O)[nH]c(=O)n3C)n2CCCc2ccccc2)C1 (configuration not stated)	1	6	-0.4	102	7	-3	-0.1	-7	94	-8
CCC(=O)Nc1cccc(NC(=O)CSc2nnnn2C)c1	0.98	-2	-0.3	98	-2	5	-1.5	-4	102	8
COc1cc(C)c(S(=O)(=O)N2CCCC2)cc1C	0.97	-20	0.3	105	-5	-4	0.4	-2	105	-11
CC(=O)NN1C(=O)c2ccccc2NC1c1ccc([N+](=O)[O-])o1 (configuration not stated)	0.91	-10	-0.2	106	-3	4	-0.3	-2	101	-9
CCn1c(SCC(=O)NCCc2ccc(OC)c(OC)c2)nc2c1c(=O)n(C)c(=O)n2C	0.88	1	-0.6	100	2	6	-0.7	-2	98	6
CCOC(=O)C1C(=O)CC(C)(O)C(C(=O)OCC)C1c1ccc(OC)cc1 (configuration not stated)	1	.	0.2	104	-4	-4	0.6	4	106	4
CCc1ccc(N2CC(C)Cn3c2nc2c3c(=O)n(CCN3CCOCC3)c(=O)n2C)cc1 (configuration not stated)	0.91	1	0.1	93	-3	14	0.1	-8	102	-4
CN(C)C(=O)CSc1nnc(CCCCCNC(=O)OC(C)(C)C)o1	1.1	-2	-0.1	99	-3	4	2.5	-3	103	3
CCOc1ccc(C2OC(=O)Cc3cc(OC)c(OC)cc32)cc1 (configuration not stated)	1.3	0	-0.2	98	2	7	-3.6	-3	99	8
CSc1ncccc1C(=O)OCC(=O)Nc1ccc2c(c1)OCO2	1	-10	-0.1	99	5	6	-0.6	-7	96	5
CC(=O)c1ccc(N2CCN(C(=O)Nc3ccc(Cl)cc3)CC2)cc1	1.1	-11	-0.3	81	14	28	-0.4	1	85	-33
CCOC(=O)CSc1nc2sccc2c(=O)[nH]1	0.96	1	0.2	105	2	-5	0.1	-3	96	-4
CC(C)C1C(c2ccccc2)N(C)C(c2ccccc2)CC1(O)c1ccccc1 (configuration not stated)	0.82	.	-0.4	110	-4	-4	0.3	0	103	5
COc1ccc(Cl)cc1NC(=S)NCCc1ccc(S(N)(=O)=O)cc1	1.2	1	-0.1	92	11	20	0.5	-1	89	-6
Cc1noc(C)c1S(=O)(=O)NCC(=O)O	1.4	5	0.0	99	8	6	1.2	-2	92	4
CN1CCCN(C(=O)CNC(=O)Cc2ccccc2)CC1	1	-1	0.2	107	-2	-4	0.1	-2	98	-12
C/C(=C\C(=S)Nc1ccccc1)Nc1ccccc1	1	2	-0.3	88	0	16	0.0	-5	100	-6
CCO[C@@H]1OC(C(=O)NC2CC2)=C[C@H](c2ccc3c(c2)OCO3)[C@H]1CCCO	1.1	8	0.2	.	9	.	-0.8	-1	93	1
O=C(NCCCN1CCCC1=O)c1ccc(CNS(=O)(=O)c2ccc(F)cc2)cc1	0.96	.	-0.3	97	8	10	-13	-5	92	-3
COc1ccc(OC)c(/C=N/NC(=O)Cc2nc3ccccc3[nH]2)c1	0.99	11	-0.1	107	7	-12	-0.6	-6	94	0
N#CC1(c2ccc(NC(=O)c3ccccc3)cc2)CCCC1	3	108	0.1	101	-53	6	-3.5	13*	147*	4
COc1ccccc1/C=C/C=C1\Oc2c(ccc(O)c2CN2CCN(CCO)CC2)C1=O	0.98	3	-0.2	102	-8	-1	0.4	0	107	12
CCC/C=C(\CCC)C(NS(=O)(=O)c1cccc2cccnc12)c1ccc(C(=O)OC)cc1 (configuration not stated)	1.1	19	-0.1	102	-4	-6	0.5	4	104	3
O=C(O)c1cccc(N/N=C/c2cc(Br)cc(Br)c2O)c1	1.8	130	-0.1	130	-35	-39	-0.1	5	131*	-5
Cc1ncsc1CCSc1nc2ccccc2c(=O)n1C	0.51	-5	-0.6	87	16	17	-0.6	-2	84	-11
COc1cc2c(-c3ccccc3O)nc3c(c(C)nn3-c3ccccc3)c2cc1OC	1.2	-12	0.1	96	2	0	0.1	-1	98	0
Oc1c(Cl)cc(Cl)cc1C(C#Cc1ccccc1)N1CCOCC1 (configuration not stated)	0.83	1	-0.3	124	0	-18	2.4	-8	100	-6
Cc1cccc(NC(=O)Cn2c(=O)n(CCc3c[nH]c4ccccc34)c(=O)c3cccnc32)c1	0.64	14	-0.1	99	-6	1	2.1	1	106	9
Cc1cc(=O)oc(C)c1C(=O)NC1CCCCCCC1	1.2	-4	-0.5	98	-2	4	0.0	-4	100	6
CSc1nc(NC(C)C)nc(N2CCOCC2)n1	1.1	4	-0.4	106	4	-4	-1.0	-1	97	4
O=C(Cn1nnc(-c2ccccc2NC(=O)c2ccco2)n1)Nc1ccccc1	1.1	4	0.1	97	-2	10	-1.8	0	103	5
CCOc1ccc2nc(NC(=O)C(CC)Sc3nc(C)cc(=O)[nH]3)sc2c1 (configuration not stated)	1.7	39	0.0	109	-11	-10	1.1	-1	110	2
Cc1ccc(CSCC(=O)Nc2ccc3c(c2)OCO3)cc1	1.1	2	-0.1	94	-1	11	0.2	1	101	0
CCOc1cc(CN2CCN(Cc3ccc(C)o3)C(CCO)C2)ccc1OC (configuration not stated)	0.85	-11	-0.1	104	5	2	-0.3	-10	93	2

Later entries:
SMILES	NF-kB expr up	APP 5'UTR act	Hsp70 act	STAT3 act	STAT1 blocker	STAT3 inh	DTT redox prof	Efa HMGR inh	STAT1 activator	TLR4 MyD88 comp
CCN(CC)CCCNC(=O)CSc1nc(C)cc(C)n1	0.89	-7	-0.2	98	1	5	-0.2	-4	100	-9
CCOC(=O)c1cccc(NC(=O)c2cncc(Br)c2)c1	1.8	17	0.1	106	-18	-4	-0.1	2	115	8
CC1=C(C#N)C(C(F)(F)F)(C(F)(F)F)N=C(c2ccco2)N1	0.98	15	0.2	103	14	0	0.2	1	87	19
Cc1cc(C(=O)CSc2nnnn2-c2ccccc2)c(C)n1CCc1ccccc1	0.85	4	0.0	106	4	-6	1.0	-4	97	-7
O=C(O)CCn1[nH]c(=O)ccc1=O	1.1	17	-0.4	96	4	8	0.5	-1	97	1
C/C(CC(=O)Nc1ccc(C)cc1C)=N\NC(=O)C(C)C	1	15	-0.3	98	-5	5	0.2	-4	102	-17
CCCCNC(=O)N(C)c1nc2ccccc2s1	2.6	74	0.2	114	-38	-12	0.0	2	133*	-10
COc1ccc(CCNC(=O)CN2CCN(c3cccc(C(F)(F)F)c3)CC2)cc1	0.97	1	-0.4	99	0	-2	0.1	3	100	13
COc1ccc(C2CC(=O)C=C(NC3CCCC3)C2)cc1 (configuration not stated)	.	2	0.3	101	-4	1	0.4	-3	101	-8
O=C(CN(Cc1ccco1)C(=O)Cn1nnc(-c2cccs2)n1)NCc1ccccc1	0.93	-9	-0.3	106	13	-4	-1.3	3	88	-6
